LMPTP block: LMPTP (human) inhibition | P24666 | recombinant LMPTP-A, OMFP fluorogenic substrate, fluorescence intensity | inhibition, % at 20 µM | 360,000 compounds, 0.22% hits;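 active means compounds that cut the enzyme signal by at least half of the control window in the single-dose screen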;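 further: plate controls were DMSO wells with enzyme plus substrate for no effect and substrate without enzyme for full effect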
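Test system: LMPTP-A phosphatase enzyme; input: 0.625 nM LMPTP-A final; reagent: OMFP substrate, 400 µM final; compound dosing: 20 µM single dose, 3% DMSO; incubation: 50 min dark incubation at room temperature; measured by: endpoint fluorescence intensity from OMFP dephosphorylation; measure: % inhibition relative to no-enzyme and uninhibited control wells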
SUMO1-SIM PPI: modulators of human SUMO1-mediated protein-protein interactions; P63165; SUMO1 binding to a labelled peptide, TR-FRET, 1 h; inhibition, % at 20 µM; 360,000 compounds, 0.33% hits; AID 602429; in the data active means inhibition above about 37%
Tb MetRS inh: blocks T. brucei methionyl-tRNA synthetase activity; 360,000 compounds, 0.4% hits; inhibition, % at 11.9 µM; purified T. brucei MetRS, ATP depletion, Kinase-Glo luminescence;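 active means inhibition above a per-plate cutoff of the control wells' mean inhibition plus 3 SD, cut at about 5.5% in these data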;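 further: 0% = DMSO wells median and 100% = median of wells with control inhibitor compound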
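Material: parasite MetRS enzyme / Replication: singlicate, one well per compound / Signal: luminescence of leftover ATP / Schedule: 2 h aminoacylation at 25 °C after 15 min preincubation / Medium: HEPES-MgCl2-KCl buffer plus DTT, spermine, BSA, pyrophosphatase / Doses: 11.9 µM single point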
DNMT1 inh: inhibitors of human DNMT1; inhibition (reported as % activation of signal), % at 10 µM; AID 588458; 360,000 compounds, 0.83% hits; P26358; DNMT1 molecular beacon, Hinp1I cleavage, fluorescence; in the data active means inhibition above about 50%
NRP1-CendR mod: NRP-1/CendR interaction modulation | O14786 | 360,000 compounds, 0.85% hits | inhibition, % at 25 µM | FAM-RPARPAR peptide binding to NRP-1, fluorescence polarization;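 active means inhibition or corrected inhibition above about 18%, plus a signal ratio from 0.5 to 1.5, limit read from the data, passing the limit was not always enough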; further: strong numbers were not always called active
Target sequence (O14786 whole entry, looked up): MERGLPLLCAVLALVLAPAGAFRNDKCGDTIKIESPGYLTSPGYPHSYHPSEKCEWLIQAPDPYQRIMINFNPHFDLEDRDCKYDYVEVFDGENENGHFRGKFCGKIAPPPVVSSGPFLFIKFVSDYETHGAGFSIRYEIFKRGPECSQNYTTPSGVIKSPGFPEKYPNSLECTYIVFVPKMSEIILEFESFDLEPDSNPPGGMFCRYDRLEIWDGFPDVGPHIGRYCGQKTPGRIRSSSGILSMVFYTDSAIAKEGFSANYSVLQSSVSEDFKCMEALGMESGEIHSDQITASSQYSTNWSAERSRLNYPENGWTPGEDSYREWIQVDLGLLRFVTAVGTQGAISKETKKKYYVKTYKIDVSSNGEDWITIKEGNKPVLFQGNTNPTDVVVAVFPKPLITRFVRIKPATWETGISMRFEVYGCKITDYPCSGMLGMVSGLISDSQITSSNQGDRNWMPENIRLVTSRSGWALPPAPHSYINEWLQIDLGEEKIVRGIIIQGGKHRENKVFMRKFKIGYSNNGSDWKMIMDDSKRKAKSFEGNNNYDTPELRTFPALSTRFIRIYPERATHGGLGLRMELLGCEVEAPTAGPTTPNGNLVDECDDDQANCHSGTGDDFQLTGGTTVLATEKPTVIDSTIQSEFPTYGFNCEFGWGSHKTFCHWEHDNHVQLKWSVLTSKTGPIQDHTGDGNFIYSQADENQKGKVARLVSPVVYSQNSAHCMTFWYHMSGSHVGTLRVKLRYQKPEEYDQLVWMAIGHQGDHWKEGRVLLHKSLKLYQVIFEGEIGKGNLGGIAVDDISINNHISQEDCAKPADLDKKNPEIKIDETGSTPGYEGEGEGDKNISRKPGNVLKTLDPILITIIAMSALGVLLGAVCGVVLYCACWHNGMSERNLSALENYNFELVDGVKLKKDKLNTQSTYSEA
eLon inh: E. coli protease La inhibition | purified E. coli Lon protease, fluorescence polarization | inhibition, % at 7.94 µM | 360,000 compounds, 0.42% hits; in the data active means inhibition above about 13%, passing the limit was not always enough;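 further: 0% = enzyme with probe and DMSO and 100% = no enzyme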
STEP block: blocks human striatal-enriched tyrosine phosphatase | P54829 | recombinant STEP, OMFP fluorogenic substrate, fluorescence | inhibition, % at 20 µM | 360,000 compounds, 0.25% hits;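 active means inhibition at 20 µM, scaled per plate between control wells, above about 37%, limit read from the data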;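 further: 0% = DMSO with enzyme and substrate and 100% = substrate only without enzyme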
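Assay system: isolated STEP enzyme / Timing: 20 min at room temperature, dark / Doses: 20 µM, 1% DMSO / Technique: fluorescence intensity, excitation 480 nm, emission 540 nm / Reagent: fluorogenic phosphatase substrate OMFP at 25 µM final / Measure: percent inhibition scaled to no-enzyme and uninhibited-enzyme controls, plate-pattern corrected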
Scp-1 inhibitor: Scp-1 (human) phosphatase inhibition; AID 493091; inhibition, % at 20 µM; 340,000 compounds, 0.88% hits; Q9GZU7; Recombinant Scp1, phosphopeptide, malachite green phosphate absorbance;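 active means inhibition above about 50% at 20 µM, limit read from the data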;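 further: plate controls were DMSO wells with enzyme for no effect and wells lacking enzyme for full effect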
Target sequence (Q9GZU7 76-261 limits assumed): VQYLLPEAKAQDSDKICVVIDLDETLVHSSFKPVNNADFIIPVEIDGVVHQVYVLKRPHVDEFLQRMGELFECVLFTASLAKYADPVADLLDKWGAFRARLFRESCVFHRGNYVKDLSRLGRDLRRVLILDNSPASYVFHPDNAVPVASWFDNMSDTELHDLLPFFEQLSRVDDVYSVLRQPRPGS
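Incubation: 45 min enzyme reaction at room temperature / System: truncated SCP-1 phosphatase (76-261aa) / Reagent: Phospho 17-mer peptide substrate / Buffer or medium: Acidic Tris acetate buffer with magnesium and detergent / Signal: absorbance at 630 nm / Doses: one concentration, 20 µM, with 1.0% DMSO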
bovine MsrA act: bovine methionine sulfoxide reductase A activation. 360,000 compounds, 0.3% hits. purified bovine MsrA, absorbance read-out. activation, % at 10.6 µM; in the data active means activation above about 7.5%;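 further: 0% = vehicle and 100% = reference activator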
MsrA inh: inhibitors of bovine MsrA. purified bovine MsrA, absorbance read-out. inhibition, % at 15.5 µM. 360,000 compounds, 0.75% hits. AID 651718; in the data active means inhibition above about 4.5%;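 further: 0% = vehicle wells with enzyme and 100% = reference inhibitor wells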
An asterisk follows results filed as active; nt = not tested or not shown.

SMILES	LMPTP block	SUMO1-SIM PPI	Tb MetRS inh	DNMT1 inh	NRP1-CendR mod	eLon inh	STEP block	Scp-1 inhibitor	bovine MsrA act	MsrA inh
N#CCCN(Cc1cccnc1)C(=S)NCc1ccco1	-0.2	1	-0.3	0	3	-17	1	-2	-2	-0.3
COc1c(N2CCN(C(=S)Nc3ccccc3F)C(C)C2)c(F)cc2c(=O)c(C(=O)O)cn(C3CC3)c12 (centres undefined)	46	4	-0.7	-5	-18	-14	1	-20	6	2.0
CSc1cnc2c(=O)[nH]c(=O)n(C)c2n1	-2.2	-11	-0.6	6	27*	-14	-1	-1	-11	2.4
CNS(=O)(=O)c1cccc(C(=O)OCC(=O)c2cc3ccccc3o2)c1	-0.6	-25	-0.1	-4	-28	-2	0	-17	-4	24*
COc1cc2c(cc1OC)CN(C(=O)c1ccc([N+](=O)[O-])o1)CC2	0.5	-23	-0.5	-7	-3	1	0	-4	-4	1.5
CCOC(=O)/C(C)=N/Nc1nc(-c2ccc(NC(C)=O)cc2)cs1	0.0	-28	-0.2	-15	14	-4	-1	-15	0	0.8
CCOc1ccc(NC(=O)CCN2C(=O)c3cccc([N+](=O)[O-])c3C2=O)cc1	-0.7	-30	0.6	0	5	12	3	-1	-1	0.2
CCOC(=O)CNC(=O)CSc1ncnc2c1cnn2Cc1ccccc1	1.4	1	-0.2	-3	-12	3	0	-8	-1	0.3
Cc1ccc(NC(=O)C/C(N)=N/O)cc1Cl	-0.6	1	-0.3	-3	-4	-13	-1	-11	-3	-0.5
N#CC(C#N)=Cc1cc2ccccc2nc1N1CCOCC1	0.1	4	0.4	2	-12	-5	2	-7	-3	2.5
NCC(=O)NCC(=O)NC[C@H]1O[C@@H](n2cnc3c(N)ncnc32)[C@H](O)[C@@H]1O	-2.0	-1	0.0	7	0	5	2	7	-4	2.4
CC(=O)Nc1ccc(NC(=O)C(=O)NCC(c2ccco2)N2CCc3ccccc3C2)cc1 (centres undefined)	0.8	-2	-0.3	-6	-3	-12	-1	-4	-2	-0.7
N#Cc1ccc(-c2csc(NC(=O)C3CC3)n2)cc1	-0.5	-12	-0.5	-3	8	6	0	-12	-8	0.6
Cc1ccc(S(=O)(=O)N2CCOCC2)cc1C(=O)NCc1ccco1	-0.8	2	-0.1	9	-4	0	0	1	-1	-0.5
COc1ccc(OC)c(C(=O)CSc2nnc(-c3cccs3)o2)c1	1.4	6	-0.6	0	7	-3	1	-8	-1	0.7
CC1(C)CC(=O)C=C(c2ccc(CO)cc2)C1=O	-1.8	-25	-0.1	4	-12	-1	0	nt	-2	0.1
CCOC(=O)CC1C(=O)NCCN1Cc1cccc(OC)c1 (centres undefined)	-1.5	3	-1.0	-2	-2	-2	0	0	-13	0.4
COc1cccc(C(=O)Nc2ccc3[nH]c(=O)[nH]c3c2)c1OC	2.2	5	0.4	-1	8	-3	3	-5	-3	1.1
CCOc1ccc(S(=O)(=O)NCCC(=O)Nc2nnc(C)s2)cc1	0.7	7	-1.4	0	4	-1	-5	-3	-13	0.2
CCCCN1C(=O)N(CCc2ccc(F)cc2)S(=O)(=O)c2cc(C(F)(F)F)ccc21	2.8	5	-0.7	10	-6	-12	4	4	-2	0.6
O=C1c2c(O)cc(O)cc2O[C@@]12c1c(cc(O)c3c1O[C@H](c1ccc(O)cc1)[C@@H](O)C3)O[C@@H]2c1ccc(O)cc1	0.7	4	0.1	-1	-28	0	-2	-9	-4	3.3
O=S(=O)(NC1CC1)c1ccc(F)c(F)c1	-0.9	-2	0.1	1	2	-1	-2	-10	-1	-0.7
CCCOc1ccc(-c2c(C(=O)N/N=C/c3ccc(OCC)cc3)nnn2-c2nonc2N)cc1	-0.5	-1	-0.6	2	4	5	-2	-5	-1	-0.1
COc1ccc(NC(C)=O)cc1NC(=O)CN1CCN(C2c3ccccc3-c3ccccc32)CC1	2.5	-4	-1.2	-19	3	-8	6	-7	-7	0.2
O=C(Nc1ccc2c(c1)CCC2)c1cc(=O)[nH]c2ccccc12	0.9	5	0.1	0	4	-4	1	-6	-2	-1.3
Cc1nc2c(OCc3ccc(Cl)cc3)cccn2c1N(C)C(=O)CCC1CCCC1	4.1	3	0.0	-10	-9	-7	2	nt	-4	0.0
CCOC(=O)c1c(NC(=O)CSc2ncccn2)sc2c1CC(C)(C)NC2(C)C	0.2	1	-0.2	-1	-20	-14	2	-9	-2	-0.2
CN(C(=O)c1ccc(S(=O)(=O)N2CCCC2)cc1)C1CCS(=O)(=O)C1 (centres undefined)	-0.4	0	-0.3	1	7	-6	-1	-4	0	-1.3
COc1ccc(C(=O)Nc2cc(C(=O)NCCc3ccccc3)ccc2Cl)cc1	1.2	-3	-0.7	2	-10	2	-3	-3	0	-0.1
COc1cc(NC(=O)c2[nH]cnc2C(N)=O)cc(C(=O)Nc2cccc(C(F)(F)F)c2)c1	-5.0	27	-0.1	1	-20	-9	2	-8	-1	nt
CCCn1c(N)c(C(=O)CSc2nnc3ccccn23)c(=O)[nH]c1=O	-3.3	26	-0.3	3	3	-8	-2	-2	-1	1.0
CCCNC(=O)NCCC12CC3CC(CC(C3)C1)C2	1.1	1	-0.9	-1	-1	1	-2	-3	-6	2.9
O=C(Nc1ccccn1)N1CCOCC1	-0.1	7	0.3	-2	0	2	0	-2	-2	-0.8
N#Cc1ccc(CSc2nnc(NC(=O)CN3C(=O)C4CC=CCC4C3=O)s2)cc1 (centres undefined)	1.5	6	0.4	-3	4	2	1	-12	-4	0.1
CN(/N=C/c1ccncc1)C1=NCCN1	-1.7	-4	-0.4	-1	-1	4	1	85*	-1	-1.7
CC(C)NC(=S)N/N=C/c1ccc(N2CCOCC2)cc1	0.1	-10	0.1	2	-7	-4	0	-6	-4	7.0*
CCOC(=O)c1cc([N+](=O)[O-])sc1N	0.4	-22	2.4	0	-2	6	4	-4	-4	0.7
Cc1ccc2nc(NC(=O)CS(=O)(=O)Cc3ccccc3)sc2c1	-0.4	-1	-0.2	-2	-6	-7	-2	-6	-2	0.7
O=C(CSc1n[nH]c(-c2cccnc2)n1)Nc1ccccc1C(F)(F)F	-0.5	1	-0.2	-1	13	-8	-1	1	1	0.0
COC(=O)c1nnn(CC(=O)NC(=O)Nc2c(C)cccc2C)c1C(=O)OC	-0.7	-6	0.2	2	2	-4	-1	1	-1	0.5
O=C(NCc1ccccc1)c1ccc(CS(=O)(=O)Cc2ccc(F)cc2)o1	-1.0	4	-0.1	0	-4	0	-3	-2	-4	0.6
Fc1cc(F)cc(-c2c(-c3ccccc3)ncc3ccc(F)cc23)c1	4.2	7	0.0	27	6	0	0	85*	1	-0.3
CC(C)c1nnc(NC(=O)CCS(=O)(=O)c2ccccc2)s1	-1.2	-7	-0.5	0	21	10	-1	-3	-2	-0.2
CCCSc1oc(-c2ccco2)nc1S(=O)(=O)c1ccccc1	1.8	-3	1.0	-6	-14	-7	0	-13	-3	-0.7
O=C(N[C@H]1C/C=C\C[C@@H](CC(=O)N(CCO)Cc2ccccc2)C(=O)N[C@H](Cc2c[nH]c3ccccc23)COC1=O)OCC1c2ccccc2-c2ccccc21	2.9	5	-0.4	-8	9	9	-1	-8	-2	0.1
CC1CCCC(C)N1C(=O)COC(=O)c1cccc(S(=O)(=O)N(C)c2ccccc2)c1 (centres undefined)	0.0	3	-0.4	-4	6	-14	2	-5	6	-0.1
O=C1CN(c2ccccc2Cl)C(=O)CN1c1ccccc1Cl	-0.7	2	-0.7	3	-7	9	-4	-7	-1	0.1
CC(C)[C@H](NC(=O)c1ccc(Cl)cc1Cl)C(=O)NNc1cccc(C(=O)O)c1	-0.5	5	-0.3	0	-9	0	3	0	-2	2.7
O=C1CC(c2ccccc2)CN1C(=O)c1cncc(Br)c1 (centres undefined)	-1.8	1	-0.2	-7	-11	8	-1	-6	-1	-0.8
CC(C)(C)[C@@H]1C=C(C(=O)N2CCN(Cc3ccccc3)CC2)O[C@H](OCCCCO)C1	-2.6	0	-0.3	3	15	0	-1	2	-4	-0.1
Cn1c(=O)c2cc(S(=O)(=O)NC(C(=O)NCc3ccccn3)c3ccccc3)ccc2n(C)c1=O (centres undefined)	-1.6	8	0.6	-1	-17	-6	-4	-13	3	-0.1
COCCNc1ccc(S(=O)(=O)N2CCCC2)cc1[N+](=O)[O-]	0.2	-28	-0.8	3	15	-4	0	-1	-1	0.4
O=C(COC(=O)C1=COCCO1)Nc1ccccc1OC(F)F	0.4	3	-0.9	3	0	0	-3	-7	-4	-0.6
Cc1cc(C)n(-c2ccnc3cc(Cl)ccc23)n1	-1.1	3	0.9	-1	2	8	0	-7	-1	-0.1
CCOC(=O)c1cc2sccc2n1CC(=O)OC	-1.2	12	-0.7	8	-15	-1	-4	0	-3	0.2
Cc1ccsc1CN(C)C(=O)C1CCC(=O)N(CCc2cccc(F)c2)C1 (centres undefined)	-1.2	6	0.2	0	6	3	-4	-7	-2	1.4
CN1CCN(C(=O)c2ccc(COc3ccc(Cl)cc3Cl)cc2)CC1	-1.3	-6	9.9*	-1	-5	-6	1	-8	-2	0.6
N#Cc1c(-c2c(Cl)cccc2Cl)noc1/C=C/Nc1ccc(C(=O)O)cc1	-0.9	-4	-0.2	19	-13	-18	-1	4	-13	3.0
COc1ccc(C2C(C(C)=O)=C(C)Nc3ncnn32)cc1OC (centres undefined)	-0.9	1	-0.2	4	-8	5	1	-2	-2	2.1
CC(C)N(C)c1ncnc2c1ncn2[C@H]1CN(Cc2ccccc2)C[C@@H](CO)O1	-1.5	7	0.3	1	-5	-10	3	nt	-1	1.3

A stretch from further up, as a working copy:
SMILES	LMPTP block	SUMO1-SIM PPI	Tb MetRS inh	DNMT1 inh	NRP1-CendR mod	eLon inh	STEP block	Scp-1 inhibitor	bovine MsrA act	MsrA inh
CC(C)[C@H](NC(=O)c1ccc(Cl)cc1Cl)C(=O)NNc1cccc(C(=O)O)c1	-0.5	5	-0.3	0	-9	0	3	0	-2	2.7
O=C1CC(c2ccccc2)CN1C(=O)c1cncc(Br)c1 (centres undefined)	-1.8	1	-0.2	-7	-11	8	-1	-6	-1	-0.8
CC(C)(C)[C@@H]1C=C(C(=O)N2CCN(Cc3ccccc3)CC2)O[C@H](OCCCCO)C1	-2.6	0	-0.3	3	15	0	-1	2	-4	-0.1
Cn1c(=O)c2cc(S(=O)(=O)NC(C(=O)NCc3ccccn3)c3ccccc3)ccc2n(C)c1=O (centres undefined)	-1.6	8	0.6	-1	-17	-6	-4	-13	3	-0.1
COCCNc1ccc(S(=O)(=O)N2CCCC2)cc1[N+](=O)[O-]	0.2	-28	-0.8	3	15	-4	0	-1	-1	0.4
O=C(COC(=O)C1=COCCO1)Nc1ccccc1OC(F)F	0.4	3	-0.9	3	0	0	-3	-7	-4	-0.6
